Screens (PubChem)
NOD2 RIPK2 PPI: blocks binding of human NOD2 to RIPK2; O43353; CHO BLA complementation NOD2-RIPK2, CCF4 ratio; inhibition, % at 4.98 µM; hit rate 0.38% among 360,000; AID 624267; in the data active means inhibition above about 21%;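 further: 0% = vehicle only and 100% = reference blocker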
TWEAK-Fn14 inh: inhibitors of TWEAK-Fn14 interaction signaling; TWEAK-stimulated Fn14 reporter cells, luciferase luminescence, 8 h; inhibition, % at 10 µM; hit rate 2% among 360,000; in the data active means inhibition above about 50%
SRC2 inh: inhibits human steroid receptor coactivator 2. hit rate 0.17% among 370,000. inhibition, % at 9 µM. HEK293 GAL4-SRC2 luciferase reporter, luminescence. Q15596;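 active means inhibition above the mean inhibition of all tested compounds plus 3 SD, set per campaign, cut at about 52% in these data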;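 further: 0% = DMSO treated cells and 100% = cells given Gossypol at 36 µM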
TLR9-MyD88 block: TLR9-MyD88 interaction inhibition; Q9NR96+Q99836; CHO BLA complementation TLR9-MyD88, CCF4 FRET ratio; inhibition, % at 4.98 µM; hit rate 0.21% among 340,000; AID 504734;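 active means inhibition above the mean over all tested compounds plus 3 SD, cut at about 21% in these data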;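 further: 0% = DMSO only wells and 100% = clavulanate BLA inhibitor control wells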
LRH-1 inv ag: NR5A2 inverse agonism in reporter assay | inhibition, % at 3.6 µM | hit rate 0.13% among 360,000 | HEK293T StAR-luciferase reporter, LRH-1 transfected, 24 h | AID 602396;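 active means inhibition above the mean inhibition of all tested compounds plus 3 SD, cut at about 73% in these data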;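 further: 0% = DMSO wells and 100% = reporter-only cells lacking LRH-1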
NCOA1 inh: inhibits human SRC1 coactivator; HEK293 GAL4-SRC1 luciferase reporter, luminescence; inhibition, % at 3.6 µM; hit rate 0.12% among 360,000; AID 588354;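 active means inhibition above the campaign mean plus 3 SD, with each screening campaign given its own cutoff, cut at about 60% in these data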;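 further: 0% = DMSO treated cells and 100% = gossypol at 36 µM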
NCOA3 inh: inhibits human SRC3 coactivator. HEK293 GAL4-SRC3 luciferase reporter, luminescence. inhibition, % at 3.6 µM. hit rate 0.17% among 360,000;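 active means inhibition above a per-campaign cutoff, the mean of all compounds plus 3 SD, cut at about 60% in these data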;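 further: 0% = DMSO-treated cells and 100% = gossypol-treated cells at 36 µM; higher means less SRC3-driven luciferase light from the GAL4 reporter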
NR2F2 inh: NR2F2 (human) inhibition, primary screen | hit rate 0.7% among 370,000 | P24468 | HEK293T NGFI-A luciferase reporter, luminescence | inhibition, % at 8.6 µM;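 active means inhibition above a per-plate cutoff, mean inhibition of test wells between control levels plus 3 SD, cut at about 38% in these data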;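 further: cells cotransfected with COUP-TFII expression vector driving the NGFI-A reporter; 0% = median of COUP-TF2 test wells and 100% = reporter-only cells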
Granule exo inh: lytic granule exocytosis inhibition; TALL-104 LAMP-1 surface exposure, flow cytometry; cells stimulated with thapsigargin and PMA; inhibition, % at 10 µM; hit rate 0.66% among 360,000;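 active means inhibition above about 55%, limit read from the data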
TROY signal inh: blocks TROY-dependent signaling in reporter cells; Q293 LMP1-TROYcd NF-kB luciferase reporter, 4 h; inhibition, % at 10 µM; hit rate 0.98% among 360,000;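 active means compounds whose plate-normalised and pattern-corrected inhibition of the luciferase reporter signal at the single screening dose is 50% or more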
ABHD5 PLIN5 PPI: inhibitors of human ABHD5-perilipin-5 interaction | Q00G26+Q8WTS1 | Split G. princeps luciferase complementation, luminescence, 4 h | inhibition, % at 4 µM | hit rate 0.78% among 360,000 | AID 602281;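 active means inhibition above the mean inhibition across every tested compound plus 3 SD, cut at about 22% in these data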;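 further: 0% = DMSO only wells and the 100% control is not disclosed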
Starred values were filed as active, the others as inactive; nt = no result given. A portion of the library (hit frequency here may not be typical).

SMILES	NOD2 RIPK2 PPI	TWEAK-Fn14 inh	SRC2 inh	TLR9-MyD88 block	LRH-1 inv ag	NCOA1 inh	NCOA3 inh	NR2F2 inh	Granule exo inh	TROY signal inh	ABHD5 PLIN5 PPI
CCN(CC)S(=O)(=O)c1cc(C(=O)Oc2cccc(-c3cnc4ccccc4n3)c2)ccc1Br	6	19	-9	-2	-20	3	-10	-1	1	-44	-2
O=C(c1ccc(F)cc1F)C1CCN(c2ccc([N+](=O)[O-])cn2)CC1	-2	21	13	nt	-5	17	31	17	-2	30	-3
O=C1c2ccccc2C(Nc2ccc(F)c(Cl)c2)N1Cc1ccco1 (stereo not given)	-8	17	6	-4	-12	-2	-14	9	-2	-5	6
COc1ccc(NC(=O)CSc2c(C)n[nH]c2C)cc1	-9	-16	-14	-2	-5	-4	-2	-7	2	2	-14
COc1ccc(C(=O)n2nc(-c3ccccc3)nc2SC)cc1	-18	29	1	5	6	-15	8	10	-3	-9	10
NNc1nc2c(F)cc(F)cc2s1	3	-2	-71	-13	-77	-65	-45	-14	3	-24	1
O=C(CNC(=O)Cc1ccccc1)NCC(=O)OCC(=O)c1ccccc1Cl	-8	4	-7	3	-9	8	7	9	-3	11	-9
COc1ccc(/C=N/Nc2ccc(C(F)(F)F)cc2[N+](=O)[O-])cc1	-5	-3	-18	-2	9	4	6	-11	0	-30	1
CCCCC(=O)Nc1ccc(C(=O)NNC(=S)NC(=O)c2cccs2)cc1	-4	8	-5	2	10	-1	13	-5	1	11	-4
O=C(NC1CCCC1)C(c1ccncc1)N(C(=O)c1csnn1)c1cccc(Cl)c1 (stereo not given)	-5	6	-14	3	3	-4	2	1	2	3	-1
CCN(CC)C(=O)[C@H]1C[C@H](CC(=O)NCc2ccc(OC)c(OC)c2)C(=O)N2CCc3c([nH]c4cc(-c5ccco5)ccc34)[C@]12C	-2	-1	14	-3	-23	1	-13	18	-1	-13	23*
COc1ccc(Cl)cc1NC(=O)NCc1ccc2c(c1)OCO2	-1	-23	-16	1	31	-2	3	-1	-2	-25	0
Cc1oc2cc(O)ccc2c(=O)c1-c1nncn1-c1ccccc1	-9	3	-1	-3	13	-9	-10	14	1	6	4
COc1ccccc1NS(=O)(=O)c1cc(NC(=O)C(C)NC(N)=O)ccc1N1CCCC1 (stereo not given)	-10	13	-2	-3	5	5	-3	23	-2	-10	-2
C/C(=N\NC(=O)c1sccc1C)c1ccncc1	-14	-17	-85	-5	-106	-172	-108	-53	-2	-7	-1

In another format: entries from further up.
| mol | NOD2 RIPK2 PPI | TWEAK-Fn14 inh | SRC2 inh | TLR9-MyD88 block | LRH-1 inv ag | NCOA1 inh | NCOA3 inh | NR2F2 inh | Granule exo inh | TROY signal inh | ABHD5 PLIN5 PPI |
| --- | --- | --- | --- | --- | --- | --- | --- | --- | --- | --- | --- |
| COc1ccccc1NS(=O)(=O)c1cc(NC(=O)C(C)NC(N)=O)ccc1N1CCCC1 (stereo not given) | -10 | 13 | -2 | -3 | 5 | 5 | -3 | 23 | -2 | -10 | -2 |
| O=C1c2ccccc2C(Nc2ccc(F)c(Cl)c2)N1Cc1ccco1 (stereo not given) | -8 | 17 | 6 | -4 | -12 | -2 | -14 | 9 | -2 | -5 | 6 |

Part of the list above, with bars between the fields:
smiles | NOD2 RIPK2 PPI | TWEAK-Fn14 inh | SRC2 inh | TLR9-MyD88 block | LRH-1 inv ag | NCOA1 inh | NCOA3 inh | NR2F2 inh | Granule exo inh | TROY signal inh | ABHD5 PLIN5 PPI
COc1ccccc1NS(=O)(=O)c1cc(NC(=O)C(C)NC(N)=O)ccc1N1CCCC1 (stereo not given) | -10 | 13 | -2 | -3 | 5 | 5 | -3 | 23 | -2 | -10 | -2
CCN(CC)C(=O)[C@H]1C[C@H](CC(=O)NCc2ccc(OC)c(OC)c2)C(=O)N2CCc3c([nH]c4cc(-c5ccco5)ccc34)[C@]12C | -2 | -1 | 14 | -3 | -23 | 1 | -13 | 18 | -1 | -13 | 23*
COc1ccc(/C=N/Nc2ccc(C(F)(F)F)cc2[N+](=O)[O-])cc1 | -5 | -3 | -18 | -2 | 9 | 4 | 6 | -11 | 0 | -30 | 1
O=C(c1ccc(F)cc1F)C1CCN(c2ccc([N+](=O)[O-])cn2)CC1 | -2 | 21 | 13 | nt | -5 | 17 | 31 | 17 | -2 | 30 | -3
CCN(CC)S(=O)(=O)c1cc(C(=O)Oc2cccc(-c3cnc4ccccc4n3)c2)ccc1Br | 6 | 19 | -9 | -2 | -20 | 3 | -10 | -1 | 1 | -44 | -2

Record cards (already shown). Order of screens: NOD2 RIPK2 PPI	TWEAK-Fn14 inh	SRC2 inh	TLR9-MyD88 block	LRH-1 inv ag	NCOA1 inh	NCOA3 inh	NR2F2 inh	Granule exo inh	TROY signal inh	ABHD5 PLIN5 PPI
COc1ccc(Cl)cc1NC(=O)NCc1ccc2c(c1)OCO2 in the list: -1	-23	-16	1	31	-2	3	-1	-2	-25	0
O=C(c1ccc(F)cc1F)C1CCN(c2ccc([N+](=O)[O-])cn2)CC1 in the list: -2	21	13	nt	-5	17	31	17	-2	30	-3
O=C1c2ccccc2C(Nc2ccc(F)c(Cl)c2)N1Cc1ccco1 (stereo not given) in the list: -8	17	6	-4	-12	-2	-14	9	-2	-5	6

The list continues:
SMILES	NOD2 RIPK2 PPI	TWEAK-Fn14 inh	SRC2 inh	TLR9-MyD88 block	LRH-1 inv ag	NCOA1 inh	NCOA3 inh	NR2F2 inh	Granule exo inh	TROY signal inh	ABHD5 PLIN5 PPI
COc1ccccc1CNC(=O)[C@H](C)NC(=O)C1CCN(C(=O)[C@@H](N)Cc2ccccc2)CC1	3	-17	9	-6	-3	10	4	10	-2	-7	-4
Cc1cc(Cn2nc(C(=O)NCc3cccc(Br)c3)cc2-c2ccccc2)on1	5	-24	-15	-7	6	5	7	2	2	-3	-3
Cc1cccc(NC(=S)N2CCN(c3ccccc3)CC2)c1	-5	19	-26	nt	-3	-3	16	0	-3	9	-9
COc1ccc2nc(CCN(C)C(=O)C3CCC(=O)N(Cc4cccc(F)c4)C3)[nH]c2c1 (stereo not given)	-5	-9	3	-8	-3	-5	8	7	-1	-17	-9
COc1cc(NC(=S)NCc2cccnc2)c(OC)cc1Cl	-16	24	-8	1	10	5	15	-6	6	-22	3
CCc1nc2ccc(C(=O)N3CCN(c4ccccc4)CC3)cn2c1N(CCC(C)C)CCN(C)C	8	35	-9	nt	6	1	-1	12	10	-3	3
Cc1nc2nc(N)nc(OCc3ccccc3)c2nc1C	-8	4	3	nt	-8	-2	8	9	0	-4	2
